CaV13 FRET inh: Disruptors of the CACNA1D IQ motif to Ca2+-dependent inactivation inhibitor domain association, primary screening, Förster resonance energy transfer in intact living …. AID 743397. HEK cells, CFP/YFP FRET ICDI-IQ, plate reader, 10 min; percent FRET-ratio fall versus neutral wells. inhibition, % at 12.3 µM. 0.098% of 340,000 active;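 active = mean replicate inhibition of at least 30% and at least 1% of replicates passing that level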;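 note: 0% = median of the neutral control wells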
Shn3 inh set2: inhibitors of Schnurri-3 3'UTR reporter in osteoblasts; Clone20 osteoblast Shn3 3'UTR firefly luciferase, 24 h; inhibition, % at 12.5 µM; 0.52% of 360,000 active; AID 588674;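 active = mean inhibition of at least 75% with every replicate also reaching 75%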;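 note: 0% = median of neutral control wells and 100% = pilot-screen positive control compound; some compounds past the cut are filed as inactive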
PDI turbidity: inhibitors of human protein disulfide isomerase. P07237. PDI insulin aggregation turbidity, A650, 90 min. inhibition, % at 10 µM. 0.052% of 350,000 active. AID 588391;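 active = mean inhibition across replicates of 30% or more, whatever share of single replicates reach that level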;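 note: absorbance from insulin aggregation driven by PDI reduction with DTT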
Target sequence (P07237 whole entry, looked up): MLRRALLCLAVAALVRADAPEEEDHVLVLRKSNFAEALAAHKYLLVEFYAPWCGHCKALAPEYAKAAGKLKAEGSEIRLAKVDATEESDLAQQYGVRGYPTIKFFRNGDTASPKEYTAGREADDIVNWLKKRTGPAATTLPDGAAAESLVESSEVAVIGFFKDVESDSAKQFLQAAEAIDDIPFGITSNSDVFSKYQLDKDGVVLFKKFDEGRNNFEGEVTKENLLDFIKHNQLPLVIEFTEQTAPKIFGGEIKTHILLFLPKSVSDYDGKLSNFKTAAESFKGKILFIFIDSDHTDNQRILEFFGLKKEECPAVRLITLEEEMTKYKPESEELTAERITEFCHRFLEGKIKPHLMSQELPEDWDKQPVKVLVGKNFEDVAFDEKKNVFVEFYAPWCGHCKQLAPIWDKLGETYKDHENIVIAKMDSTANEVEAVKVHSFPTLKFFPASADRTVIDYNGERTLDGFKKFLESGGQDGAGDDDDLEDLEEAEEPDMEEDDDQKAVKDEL
MITF TRPM1 inh: inhibitors of MITF-driven TRPM1 promoter in melanoma cells; SK-MEL-5 TRPM1 promoter luciferase, 24 h; inhibition, % at 12.5 µM; 0.83% of 330,000 active; AID 488899;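 active = mean inhibition across replicates of 60% or more, whatever share of single replicates reaches that level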; note: values of inactives mirror those of a sister screen read the other way
NR2E3 ag-1: agonists of human NR2E3 nuclear receptor; Q9Y5X4; CHO-S Gal4-NCOR/VP16-NR2E3 two-hybrid, luciferase; inhibition of corepressor binding, % at 3.98 µM; 0.35% of 360,000 active; AID 602229;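 active = inhibition above the mean of all tested compounds plus 3 SD, cut at about 70% in these data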;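 note: 0% = DMSO with NR2E3 transfected cells and 100% = cells lacking NR2E3 construct; higher means lower luciferase signal from less NR2E3 corepressor binding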
Cardio protect: protects H9c2 cardiomyocytes from peroxide injury; H2O2 injury protection, ATPLite, 2 h; protection from H2O2 cell death, % at 20 µM; 0.63% of 360,000 active; AID 588492;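 active = compounds giving at least 50% protection of heart cells from peroxide-induced death in the single-dose screen, raw or plate-pattern-corrected value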;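 note: 0% = DMSO wells with peroxide and 100% = DMSO wells without peroxide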
NR2E3 ag-2: activates human photoreceptor nuclear receptor NR2E3. Q9Y5X4. GST-NR2E3/biotin-RetCOR TR-FRET, 1536-well. inhibition of corepressor binding, % at 4.78 µM. 0.12% of 320,000 active. AID 2300;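 active = percent inhibition above the cutoff of mean plus 3 SD of all tested compounds, set per screening campaign, cut at about 20% in these data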;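 note: 0% = DMSO wells and 100% = biotin wells as full block of FRET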
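Material – GST-tagged NR2E3 plus biotinylated RetCOR corepressor · Quantity – NR2E3 fusion 1.35 nM · Times – 5 h incubation at 4 °C · Medium – pH 7.5 Tris-based buffer · Technique – TR-FRET, Eu(K)-anti-GST donor, streptavidin-D2 acceptor, ex 340, em 617/671 nm · Benchmarks – high control biotin, low control 0.6% DMSO · Format – 1536-well plates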
Peg3 prom inh: inhibitors of Peg3 promoter. 1.7% of 360,000 active. inhibition, % at 20 µM. HeLa PEG-Prom luciferase reporter, luminescence, overnight. AID 588405;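 active = inhibition of at least 50% at 20 µM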
m5-HT2A agonist: agonists of mouse serotonin 5-HT2A receptor (HTR2A); P35363; CHO-K1 mHTR2A beta-arrestin complementation, luminescence; percent of 30 µM serotonin response; activation, % at 7.6 µM; 0.66% of 360,000 active; AID 624169;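 active = activation above a run cutoff, the mean activation of all tested compounds plus 3 SD, cut at about 14% in these data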;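 note: 0% = plate median of compound wells and 100% = 30 µM serotonin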
Target sequence (P35363 whole entry, looked up): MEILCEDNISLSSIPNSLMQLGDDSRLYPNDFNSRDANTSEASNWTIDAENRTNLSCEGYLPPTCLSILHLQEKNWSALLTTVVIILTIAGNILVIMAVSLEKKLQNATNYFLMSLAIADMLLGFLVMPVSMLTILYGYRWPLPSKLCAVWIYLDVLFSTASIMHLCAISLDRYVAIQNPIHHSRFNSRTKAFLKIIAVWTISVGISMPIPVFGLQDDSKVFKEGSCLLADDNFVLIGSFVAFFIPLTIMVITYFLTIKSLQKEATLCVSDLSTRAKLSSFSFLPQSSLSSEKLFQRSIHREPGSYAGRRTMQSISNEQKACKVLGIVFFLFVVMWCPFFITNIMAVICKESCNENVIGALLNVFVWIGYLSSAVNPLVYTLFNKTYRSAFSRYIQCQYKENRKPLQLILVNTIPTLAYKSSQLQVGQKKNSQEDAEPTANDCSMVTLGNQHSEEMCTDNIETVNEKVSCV
HIF-2a inh: HIF-2a inhibition; 786-0 RCC cells HIF-2a reporter, luciferase luminescence, overnight; inhibition, % at 18.8 µM; 0.72% of 360,000 active; AID 624352;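 active = inhibition of the luminescence signal of 40% or more relative to plate controls, in a single-dose primary screen at 18.75 µM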
iPSC survival up: increases survival of single human iPS cells; hiPSC single-cell survival, ATPlite luminescence; 100% = ROCK inhibitor wells, 0% = DMSO; survival enhancement, % at 20 µM; 0.044% of 360,000 active; AID 602274; in the data active = survival enhancement above about 18%;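 note: cells exposed to compounds for 16 hours before the ATP read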
Active calls of the source: *; . = no result given.

Results follow in this order: m5-HT2A agonist | NR2E3 ag-1 | MITF TRPM1 inh | Shn3 inh set2 | iPSC survival up | CaV13 FRET inh | Peg3 prom inh | PDI turbidity | HIF-2a inh | Cardio protect | NR2E3 ag-2
COc1cc(NS(=O)(=O)c2ccc(NC(C)=O)cc2)ncn1
→ 0 | 10 | 1 | -3 | -2.0 | -11 | 10 | -7 | 13 | 3 | -6
O=C(O)c1cccn2c(=O)c3ccccc3nc12
→ 1 | -13 | -2 | 3 | 4.2 | -6 | 1 | -3 | -10 | 7 | 3
C#CC[N+](C)(C)CC#Cc1ccc(C)cc1
→ 3 | 21 | 0 | 10 | 0.3 | 12 | 38 | -2 | 2 | -10 | -3
CCN(CC)C(=O)Cn1cc(S(=O)(=O)CC(=O)NC2CCCCC2)c2ccccc21
→ 1 | 21 | -1 | 3 | -0.2 | 8 | -6 | 1 | -6 | 6 | 8
Cc1cc(C)c(OCC(=O)Nc2cccc(NC(=O)c3ccco3)c2)c(Br)c1
→ 2 | -11 | 12 | 10 | 1.1 | . | 34 | 11 | -52 | -1 | -2
CC(=O)c1cccc(-c2ccnc3c2CC(C(=O)Nc2ccc(Cl)cc2)O3)c1 (stereo unspecified)
→ 2 | -68 | . | -11 | 0.2 | -8 | 28 | -9 | -2 | 0 | .
O=C(Cc1c(F)cccc1Cl)NCCN1CCOCC1
→ 5 | -2 | -4 | -4 | 5.5 | -2 | 12 | 4 | 25 | 2 | -1
Cc1ccccc1-c1nnc(SCC(=O)Nc2ccc(Cl)cc2)n1N
→ 1 | 11 | -10 | -26 | 4.8 | -6 | 15 | 10 | 14 | 6 | 0
Nc1cc(Cl)nc(N/N=C/c2ccccc2[N+](=O)[O-])n1
→ -2 | -87 | -24 | -65 | -1.4 | . | -234 | 3 | -223 | 21 | 4
CC(=O)c1ccc(-c2ccc(C(=O)Nc3nc(-c4ccccn4)cs3)o2)cc1
→ 1 | -109 | 4 | 37 | 2.2 | -18 | 76* | 0 | -69 | 99* | .
COc1cc(NC2c3ccccc3C(=O)N2Cc2ccccc2Cl)cc(OC)c1 (stereo unspecified)
→ -2 | -5 | 4 | 13 | -0.3 | -7 | 19 | -1 | 16 | 0 | 1
Cc1ccccc1C(=O)/C(C#N)=N/Nc1c(C)n(C)n(-c2ccccc2)c1=O
→ -4 | 45 | 41 | 78 | 0.7 | -4 | 36 | 13 | 8 | 64* | -4
CCOC(=O)c1sc(NC(=O)CSc2n[nH]c(-c3ccncc3)n2)c(C#N)c1C
→ 0 | 13 | -2 | -7 | -1.4 | -6 | 31 | -1 | 10 | -30 | 1
O=C(COC(=O)c1ccc[nH]c1=O)Nc1ccc(N2CCCCC2)cc1
→ -4 | 34 | 78* | 79 | -0.4 | -16 | 29 | -6 | 91* | -10 | .
COc1ccc(-c2noc(CCC(=O)NCc3cccnc3)n2)cc1
→ 3 | -15 | 5 | -9 | 0.8 | -2 | -7 | -2 | -3 | -1 | 0
COc1ccc2c(c1OC)C(=O)OC2CC(=O)O (stereo unspecified)
→ 0 | -1 | -10 | -12 | -2.3 | -9 | 0 | -1 | 11 | 2 | 4
Cc1cc(C)c(S(=O)(=O)c2ccc(Cl)cc2C)c(Cl)n1
→ -7 | -9 | -6 | -12 | -0.5 | -7 | 2 | 4 | 18 | 0 | 2
COc1cc(SC)ccc1C(=O)N1CCN(Cc2ccccc2)CC1
→ -4 | 6 | -1 | 9 | -1.8 | 1 | 16 | -4 | 17 | -3 | -1
CCCN(C(=O)/C=C/c1nc2ccccc2s1)C1CCS(=O)(=O)C1 (stereo unspecified)
→ 6 | -18 | 8 | -4 | -1.7 | -6 | -13 | 6 | -9 | -2 | -6
S=c1[nH]nc(COc2cccc(Cl)c2)n1Cc1ccccc1
→ 11 | -11 | -5 | -24 | -0.9 | -6 | -10 | 0 | -1 | -5 | 0
CC1CCCCC1NC(=O)COC(=O)Cc1ccc(Cl)cc1 (stereo unspecified)
→ 8 | 3 | 6 | -11 | -1.2 | -6 | 1 | -3 | 5 | 0 | 4
COc1cccc(-c2c(C(=O)N/N=C/c3ccncc3)nnn2-c2nonc2N)c1
→ 5 | -4 | -84 | 3 | 0.4 | -7 | 15 | -4 | 16 | 9 | 3
CCCCn1nc(C(=O)Nc2cc(C(F)(F)F)ccc2N2CCOCC2)ccc1=O
→ 4 | -9 | 19 | 36 | 0.7 | -5 | 13 | 3 | 13 | 8 | 4
COc1cccc(C(=O)N2CCSC2=S)c1
→ -1 | -26 | 5 | -11 | -0.7 | . | 18 | 0 | 10 | -2 | -2
Cc1cc(NC(=O)CN2C(=O)NC3(CCCCC3)C2=O)ccc1N1CCCC1
→ -4 | -6 | 2 | 16 | -0.6 | -6 | 9 | -10 | 18 | 1 | .
Cc1ccc(C)c(NC(=S)N2CCC(NC(=O)c3cccc(F)c3)CC2)c1
→ 2 | -9 | 12 | 6 | 0.4 | -3 | 18 | -5 | 11 | 7 | -1
CC(C)CC(=O)Nc1ccc(S(=O)(=O)Nc2nccs2)cc1
→ 7 | -8 | -3 | -4 | -0.1 | -20 | 12 | -9 | 12 | 1 | 1
C(CNC1C2CC3CC(C2)CC1C3)CN1CCOCC1 (stereo unspecified)
→ 2 | -16 | -14 | -24 | 0.8 | -2 | 2 | 0 | 8 | 1 | 1
CCC(CO)Nc1ccn2nc(-c3cccs3)cc2n1 (stereo unspecified)
→ 2 | -126 | . | -31 | 3.3 | -4 | -277 | 15 | -280 | 1 | .
Cc1ccc(C)c(CN2CCC(CNC(=O)Nc3ccc(C)c(F)c3)CC2)c1
→ -13 | -23 | -37 | 27 | -0.3 | -5 | 38 | -2 | 15 | -4 | 0
Cc1ccc(NS(=O)(=O)c2ccc(-c3coc(C)n3)cc2)c(Br)c1
→ -1 | 57 | 8 | 17 | 0.4 | -15 | 12 | -4 | -5 | -6 | -4
COc1ccccc1N(CC(=O)N/N=C(\C)c1cccc(Br)c1)S(C)(=O)=O
→ -3 | -9 | -7 | -9 | -1.1 | -2 | 5 | -9 | 7 | -1 | -2
COc1ccc(C(=O)N/C=C/n2cnc3cc(C(F)(F)F)ccc32)cc1
→ -3 | 26 | 2 | -49 | 2.3 | -15 | 22 | 2 | 12 | -2 | 1
COc1ccc(Nc2nnc(C)c3ccccc23)cc1
→ -1 | -27 | -20 | -45 | 0.1 | 6 | -124 | -3 | -157 | -1 | 1
C1CCc2nc3c(nc2C1)CCCC3
→ 1 | -13 | -7 | 2 | -2.3 | . | 3 | . | 3 | -4 | -2
CCOc1cc(NC(=S)NCC2CCCO2)c(OCC)cc1NC(=O)c1ccc(F)cc1 (stereo unspecified)
→ 2 | -5 | -9 | 14 | -0.6 | 1 | 9 | 8 | 2 | -9 | 2
CCCCn1c(CN(Cc2ccccc2)Cc2ccccc2)nc2c1c(=O)n(C)c(=O)n2C
→ 1 | -9 | 1 | 18 | 0.4 | -6 | 29 | 1 | 8 | -6 | 2
C=CCc1cc(Cl)ccc1OCCOCCNC(C)CC (stereo unspecified)
→ -5 | -8 | -28 | -31 | -0.3 | -1 | -11 | -1 | 3 | 11 | 2
CCCC(=O)c1ccc(N2CCCCCC2)c(F)c1
→ 3 | -30 | -100 | -29 | 4.9 | . | -261 | -1 | -214 | -20 | 4
COc1ccc2cc3cc(C(=O)N4CCCC(C)C4)oc3nc2c1 (stereo unspecified)
→ -8 | -72 | -41 | -28 | 1.1 | -16 | -114 | -1 | -129 | -1 | 2
COc1ccc(Br)cc1/C=N/NS(=O)(=O)c1ccccc1
→ -3 | -6 | . | -5 | -2.6 | -14 | -19 | -3 | 29 | -1 | .
CCOC(=O)C1CCCN(c2c(N3CCN(C)CC3)c(=O)c2=O)C1 (stereo unspecified)
→ -1 | -12 | . | -10 | -0.7 | -7 | -5 | -3 | 7 | 0 | 2
COc1ccc(CCNC(=O)CSc2nc3[nH]ncc3c(=O)n2-c2cccc(C(F)(F)F)c2)cc1OC
→ 4 | 10 | 5 | -1 | -0.9 | -1 | 1 | 2 | 13 | 2 | -2
Cc1ccc(NC(=O)/C(=C\C=C\c2ccccc2)NC(=O)c2ccccc2)cc1
→ -4 | -6 | -4 | -9 | -2.2 | . | 4 | 14 | -3 | -1 | 1
Nc1nc2ccccc2n1C(=O)CCc1ccccc1
→ -2 | -111 | -16 | -108 | -0.7 | -5 | -175 | 1 | -212 | -7 | 3
O=C(O)C1CC(C(=O)O)SS1 (stereo unspecified)
→ 2 | -9 | 6 | 13 | 5.8 | -12 | -1 | 3 | 6 | 1 | .
Cc1c(C(=O)N2CCOCC2)oc2ccc(S(=O)(=O)N3CCCCCC3)cc12
→ 4 | -27 | 2 | 8 | -2.8 | -4 | 20 | -1 | 25 | 1 | -3
O=C(CNCc1ccc(Cl)cc1)N1CCc2ccccc2C1
→ -6 | 0 | -10 | 0 | 1.9 | -4 | -38 | 14 | -31 | 3 | -1
COc1cc(OC)c2c(-c3ccccc3)cc(=O)oc2c1C(CCN1CCOCC1)c1ccc2c(c1)OCO2 (stereo unspecified)
→ -3 | 2 | -4 | 14 | -0.1 | -5 | -3 | 13 | 2 | 2 | .
CCOC(=O)CCCCCN(Cc1ccccc1)S(=O)(=O)c1ccc([N+](=O)[O-])cc1
→ 3 | 7 | 2 | 7 | 0.1 | -2 | -3 | 4 | 15 | -2 | -1
CCN(CC)CCn1c2ccccc2c(=O)c2c(O)ccc(O)c21
→ -2 | 9 | -2 | -8 | 3.4 | -7 | 9 | 0 | -11 | 0 | .
COc1ccccc1CNC(=O)c1cccc(N(C)C)c1
→ 0 | -37 | 3 | -19 | -1.1 | -5 | -47 | 5 | -37 | 7 | 0
O=C(COC(=O)Cc1ccc(Cl)cc1)NCc1ccc2c(c1)OCO2
→ -1 | -12 | 3 | -10 | -0.6 | -6 | 8 | -7 | 4 | 2 | .
CC1(C)CC(=O)CC(C)(C)N1OC(=O)c1ccncc1
→ -3 | 11 | 0 | -73 | 0.7 | -7 | 7 | -3 | 4 | 2 | 0
CC(=O)NC1CC2CCCC(C1)N2C(=O)Nc1c(C)cccc1C (stereo unspecified)
→ 2 | -3 | . | 0 | 1.2 | -4 | -3 | -18 | 6 | -4 | .
CCOc1cc(S(=O)(=O)NC2CC(C)(C)NC(C)(C)C2)ccc1F
→ 7 | 1 | -4 | 6 | 0.7 | -6 | 13 | 2 | 11 | 3 | -6

Assay outcomes from PubChem.
